High-throughput results (PubChem BioAssay)
BH1578 lux ind: inducers of Vibrio cholerae quorum light production without autoinducers, primary screen, BH1578 luxS cqsA deficient, single point | 0.16% of 350,000 active | V. cholerae BH1578 lux reporter, luminescence, 6 h | AID 588436, 2011 | activation, % at 18.7 µM; in the data active = activation mostly above about 9.7%, no sharp cut-off; note: not every result past the cut was called active; inactives centre near 0; reference of the scale not given here
PfHsp40 rescue: rescue of yeast from PfHsp40 toxicity, primary screen, S. cerevisiae, ATP luminescence. AID 504582, 2011. 0.68% of 340,000 active. growth rescue, % at 12.5 µM. S. cerevisiae expressing PfHsp40, growth rescue; in the data active = growth rescue above about 28%, passing the limit was not always enough;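 note: yeast W303a lacking pdr1 and pdr3 grown in galactose medium; growth measured after three days at 30 °C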
TcdB GH inh: TcdB glycohydrolase inhibitors, primary screen, biochemical, single point, plate reader; TcdB glycohydrolase enzymatic assay; inhibition, % at 9.99 µM; Toxin B (Clostridioides difficile), P18177; 0.24% of 350,000 active; AID 652162, 2013; in the data active = inhibition above about 10%
SSB-PriA inh: inhibitors of Klebsiella pneumoniae PriA binding to SSB C-terminal tail, primary screen, biochemical, AlphaScreen; inhibition, % at 33 µM; PriA–SSB C-terminal tail interaction (Klebsiella pneumoniae); 0.6% of 430,000 active; AlphaScreen SSBct-PriA binding, biotinylated peptide; in the data active = inhibition mostly above about 37%, no sharp cut-off; inactive = mostly below about 20%;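 note: plate controls were negative control peptide for no effect and reference peptide for full effect; strong numbers were not always called active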
Yp Topo-I inh: Yersinia pestis topoisomerase I inhibitors, primary screen, biochemical, cleavage product accumulation, plate reader, single point; Y. pestis Topo-I cleavage product accumulation; activity, % at 10 µM; 0.064% of 360,000 active; AID 504884, 2011; in the data active = activity above about 50%, passing the limit was not always enough; note: inactives centre near 2
PrPC TRFRET: inhibitors of human cell surface prion protein PrPC, primary screen, cell-based, TR-FRET; Major prion protein (Homo sapiens), P04156; TR-FRET read-out; inhibition, % at 13.8 µM; 0.43% of 370,000 active; AID 720596, 2013; in the data active = inhibition above about 24%; note: 0% = median of the test wells and 100% = reference compound wells
Anthrax LF prot: Bacillus anthracis LF protease inhibitors, primary screen, biochemical, multiplex microsphere, MLPCN library | Lethal factor (Bacillus anthracis), P15917 | multiplex microsphere protease cleavage assay | inhibition, % at 10 µM | 0.12% of 360,000 active; note: plate controls were buffer without enzyme for full effect and enzyme alone for no effect
Target sequence (P15917 whole entry, looked up): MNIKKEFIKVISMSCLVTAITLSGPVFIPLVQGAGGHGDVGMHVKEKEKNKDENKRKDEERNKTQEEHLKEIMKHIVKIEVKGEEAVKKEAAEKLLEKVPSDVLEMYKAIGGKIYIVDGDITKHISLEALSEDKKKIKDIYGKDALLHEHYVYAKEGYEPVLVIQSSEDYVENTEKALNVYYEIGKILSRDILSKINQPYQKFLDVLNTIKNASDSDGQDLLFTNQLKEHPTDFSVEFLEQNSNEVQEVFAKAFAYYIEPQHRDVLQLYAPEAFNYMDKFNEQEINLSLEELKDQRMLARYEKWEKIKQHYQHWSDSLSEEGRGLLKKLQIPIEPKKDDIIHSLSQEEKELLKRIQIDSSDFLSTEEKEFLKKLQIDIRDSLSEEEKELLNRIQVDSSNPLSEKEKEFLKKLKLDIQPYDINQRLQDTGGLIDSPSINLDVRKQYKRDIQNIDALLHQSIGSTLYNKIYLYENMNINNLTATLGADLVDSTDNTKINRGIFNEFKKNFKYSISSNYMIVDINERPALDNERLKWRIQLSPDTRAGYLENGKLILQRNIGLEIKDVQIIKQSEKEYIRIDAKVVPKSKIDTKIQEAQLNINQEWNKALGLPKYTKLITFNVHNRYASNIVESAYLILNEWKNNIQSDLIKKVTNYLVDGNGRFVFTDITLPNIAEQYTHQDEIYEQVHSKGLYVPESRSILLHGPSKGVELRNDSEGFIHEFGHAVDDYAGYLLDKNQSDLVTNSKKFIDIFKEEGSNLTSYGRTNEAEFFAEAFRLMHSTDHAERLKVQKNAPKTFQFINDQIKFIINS
BoNT-A LC inh2: BoNT/A light chain protease inhibitors, primary screen, biochemical, flow cytometry, MLPCN library; Botulinum neurotoxin type A light chain protease (Clostridium botulinum A str. ATCC 3502); multiplex microsphere protease substrate cleavage; inhibition, % at 10 µM; 0.17% of 360,000 active; AID 588499, 2011; note: plate controls were buffer without enzyme for full effect and enzyme alone for no effect
SARS 3CLpro inh: SARS-CoV 3CLpro protease inhibitors, primary screen, biochemical, quenched FRET | Replicase polyprotein 1ab (Severe acute respiratory syndrome coronavirus), P0C6X7 | recombinant SARS-CoV 3CLpro, quenched FRET peptide cleavage | inhibition, % at 6 µM | 0.14% of 290,000 active; in the data active = inhibition above about 12%
Active calls of the source: *; i = inactive; / = not tested or not shown. Cut-off read from the data, not from the text of the source, unless noted: active = inhibition above about 30%; inconclusive = no clear call, values can overlap the other calls; inactive = below that.

Screens in order – BH1578 lux ind, PfHsp40 rescue, TcdB GH inh, SSB-PriA inh, Yp Topo-I inh, PrPC TRFRET, Anthrax LF prot, BoNT-A LC inh2, SARS 3CLpro inh
Cc1ccc(S(=O)(=O)N(C)C)cc1NC(=O)CCNC(=O)c1ccccc1Cl
→ i, 0.5, /, -8, 2, 6, 0, 0.4, 6
O=C(CSc1cc(Cl)ccc1Cl)NCC1CCCO1 (stereo not given)
→ -0.4, 0.1, /, -11, 5, 1, -1, 0.9, -1
CCN1CCN(c2cc(C)c3cc(NC(=O)c4cc(OC)cc(OC)c4)ccc3n2)CC1
→ -3.7, 0.7, 1.5, 4, 4, -11, -6, 0.9, -8
CC(C)OC(=O)c1c(F)c(F)c(N2CCOCC2)c(F)c1F
→ -0.3, -0.5, /, -10, -4, 5, -2, -0.1, -5
COc1ccc(C2NC(Cc3ccccc3)(C(=O)O)C3C(=O)N(c4ccccc4OC)C(=O)C23)cc1 (stereo not given)
→ -0.3, -0.4, 1.8, -14, 3, 6, -2, -0.1, -2
COc1ccc(N2CCN(C(=O)C(=O)c3cn(CC(=O)N4CCCC4)c4ccccc34)CC2)cc1
→ -0.3, /, -1.8, 10, 11, -2, -2, -0.4, /
Cc1cc(C)c(NC(=O)Cn2nnc(C(=O)Nc3ccc(F)cc3F)c2N)c(C)c1
→ i, 0.2, 0.4, -16, 24, -7, -2, -1.7, 5
Cc1nnn(C23CC4CC(CC(CC(=O)Nc5ccc(C)c(C)c5)(C4)C2)C3)n1
→ -0.2, 1.1, 2.1, 5, 33, 7, -1, 0.1, -1
CC(C)C(=O)N1CCN(c2ccccc2NC(=S)NC(=O)Cc2ccccc2)CC1
→ -0.2, 1.2, 1.2, 6, 20, -2, -3, -1.8, -1
Cc1ccc(S(=O)(=O)N2CC=C(c3c(C)n(C)c4ccccc34)CC2)cc1
→ -0.3, -0.4, 0.0, -17, 3, 0, -1, 1.2, 8
O=C(CCc1nnc2n(Cc3ccc(F)cc3)c(=O)c3ccccc3n12)NCCCN1CCOCC1
→ i, 0.2, 2.7, -3, -3, -6, -1, -2.0, 4
CCOc1ccccc1CNS(=O)(=O)c1cc(-c2cc(C)no2)ccc1OC
→ -0.2, -0.6, 0.7, -7, 14, 6, -1, -0.2, 7
CC[C@@H](C)[C@H](CN[C@H](CNC)[C@@H](C)O)NCCc1ccc(OC)cc1
→ 2.1, 0.2, 1.3, -1, 3, -8, 0, -0.6, 5
COc1ccc(C(c2nnnn2-c2ccc3c(c2)OCCO3)N2CCC(n3c(=O)[nH]c4ccccc43)CC2)cc1 (stereo not given)
→ /, /, 0.1, /, /, -3, -5, -0.7, /
CCNCC(=O)N1c2ccccc2CCc2ccc(NC(=O)OCC)cc21
→ -1.2, -0.9, /, -2, 10, /, 8, 0.3, -4

Six entries already listed, ordered by SMILES length, high to low:
Screens in order – BH1578 lux ind, PfHsp40 rescue, TcdB GH inh, SSB-PriA inh, Yp Topo-I inh, PrPC TRFRET, Anthrax LF prot, BoNT-A LC inh2, SARS 3CLpro inh
COc1ccc(C(c2nnnn2-c2ccc3c(c2)OCCO3)N2CCC(n3c(=O)[nH]c4ccccc43)CC2)cc1 (stereo not given)
→ /, /, 0.1, /, /, -3, -5, -0.7, /
Cc1nnn(C23CC4CC(CC(CC(=O)Nc5ccc(C)c(C)c5)(C4)C2)C3)n1
→ -0.2, 1.1, 2.1, 5, 33, 7, -1, 0.1, -1
Cc1ccc(S(=O)(=O)N(C)C)cc1NC(=O)CCNC(=O)c1ccccc1Cl
→ i, 0.5, /, -8, 2, 6, 0, 0.4, 6
CCOc1ccccc1CNS(=O)(=O)c1cc(-c2cc(C)no2)ccc1OC
→ -0.2, -0.6, 0.7, -7, 14, 6, -1, -0.2, 7
CCNCC(=O)N1c2ccccc2CCc2ccc(NC(=O)OCC)cc21
→ -1.2, -0.9, /, -2, 10, /, 8, 0.3, -4
O=C(CSc1cc(Cl)ccc1Cl)NCC1CCCO1 (stereo not given)
→ -0.4, 0.1, /, -11, 5, 1, -1, 0.9, -1

New compounds follow
Screens in order – BH1578 lux ind, PfHsp40 rescue, TcdB GH inh, SSB-PriA inh, Yp Topo-I inh, PrPC TRFRET, Anthrax LF prot, BoNT-A LC inh2, SARS 3CLpro inh
COc1ccccc1C1=NC(c2ccc(F)cc2)N=C1C (stereo not given)
→ -0.6, 0.8, 1.1, -29, -5, 2, 2, -0.5, 1
c1ccc(-n2ncc3c2ncn2nc(CSc4nc5ccccc5s4)nc32)cc1
→ -0.3, 0.2, /, -1, 1, 1, -1, 0.9, /
Cc1ccc(NC(=O)COC(=O)CCc2nc3ccccc3n2-c2ccccc2)c(C)c1
→ -0.5, 1.9, /, 5, -1, 8, -1, 0.1, 1
CNC(=O)c1c(Cl)cnn1-c1ccc(C)cc1
→ -0.5, 0.5, -1.0, -12, 1, -7, -3, -1.2, -4
Oc1c(Cl)cc(Oc2cc(Cl)c(O)c(CN3CCOCC3)c2)cc1CN1CCOCC1
→ 3.4, -0.1, -0.3, 11, 19, 7, 1, -0.7, /
CCCCNc1nc2c(c(=O)n(C)c(=O)n2C)n1Cc1cccc(OC)c1
→ i, 0.5, /, -15, 5, 19, 1, -0.9, 2
CCC(c1nnnn1Cc1cccs1)N1CCN(C2CCCC2)CC1 (stereo not given)
→ i, 25, /, -10, -2, -2, -4, -1.3, -3
CN1C2C(Br)CCCCN2c2ccc(F)cc2S1(=O)=O (stereo not given)
→ -4.4, 0.4, 0.4, -19, 5, 7, 1, -1.2, 3
N/C(=N\OC(=O)C1CCCCC1)c1ccncc1
→ i, -2.1, 0.6, /, -2, 6, -4, 0.6, 4
N#C/C(=N\Nc1cccc2ccccc12)c1nnc2n1CCCCC2
→ 1.0, -1.1, 0.4, /, -1, 3, -1, -0.9, -2
COc1cccc(Nc2nnc(Cc3cccnc3)c3ccccc23)c1
→ -1.0, -1.9, 4.7, 5, 9, -10, 12, -0.3, 0
Cc1cc(C)cc(N(CCC(=O)Nc2nnc(C)s2)S(=O)(=O)c2ccc(Cl)cc2)c1
→ -0.3, 0.4, /, 11, 13, 6, -2, -0.6, 0
O=C(Cc1ccc(Cl)cc1)NCCS(=O)c1ccc(Cl)cc1 (stereo not given)
→ -8.0, -0.1, /, -18, 7, -4, -1, -0.3, -3
COc1cccc(C(=O)Nc2cc(S(=O)(=O)N3CCCCC3)ccc2OC)c1
→ i, 0.8, 1.4, 0, 25, 4, 0, -0.2, 3
Cc1nn2c(=O)cc(CSCC(=O)Nc3ccccc3F)nc2s1
→ -2.6, -0.9, 0.6, -8, -1, 1, 4, 0.0, -1

Next part.
Screens in order – BH1578 lux ind, PfHsp40 rescue, TcdB GH inh, SSB-PriA inh, Yp Topo-I inh, PrPC TRFRET, Anthrax LF prot, BoNT-A LC inh2, SARS 3CLpro inh
CCc1cc(CNC(=O)C2CCC(=O)N(CCc3cccc(F)c3)C2)on1 (stereo not given)
→ 0.2, -0.2, 1.1, -3, 6, 3, -2, 1.0, 5
COc1ccc(OC)c(S(=O)(=O)N2CCC(C(=O)NCC3CCCO3)CC2)c1 (stereo not given)
→ i, -0.9, /, -2, -1, -7, 8, -0.6, -2
Cn1c(=O)n(C)c2cc(/C=N/NC(=O)c3cccc(Br)c3)ccc21
→ i, 0.3, /, /, 15, 2, 2, 0.0, 3
N#Cc1c(NC(=S)NC(=O)C2CCCC2)sc2c1CCCCC2
→ i, 0.5, /, 3, -6, 5, 0, 1.1, 2
COc1ccc(CN(C)S(=O)(=O)c2nnc(NC(=O)c3cccc(OC)c3)s2)cc1
→ i, 2.1, -1.4, -4, -8, 7, 2, 0.0, 6
Cc1nc2ccccc2c2oc(C(=O)Nc3ccc(C(C)C)cc3)cc12
→ -0.2, 4.1, 0.3, -5, 7, 19, -4, -0.3, 0
CC(=O)Nc1ccc(NC(=O)COC(=O)c2ccccc2SCC(=O)N2CCCC2)cc1
→ i, -0.6, 2.5, -1, 12, 0, /, /, /
CN(CCC#N)C(=O)CSc1nnc(-c2ccco2)n1N
→ 1.6, -0.3, -0.1, 3, 11, 0, -2, -0.7, -2
CC(C)(C)C1CCC2(CC1)C(C#N)=C(SCC(=O)Nc1ccccc1)NC(=O)C2C#N (stereo not given)
→ i, -1.6, /, 9, -8, -6, 0, 0.8, 1
COc1ccccc1N(CC(=O)NC1CCCCC1)C(=O)CCC(=O)Nc1ccccn1
→ i, -0.2, /, -1, 15, -7, 0, -1.0, -4
CC(C)(C)[C@]1(O)CCN2C[C@H]3c4ccccc4CCc4cccc(c43)[C@@H]2C1
→ -0.6, -0.7, 2.3, 12, 17, -2, -2, -0.1, -2
Cc1noc(C)c1COC(=O)Cc1ccc(Cl)cc1
→ i, -1.0, /, -22, 12, -1, /, /, 1
O=C(NC1CCCCCC1)c1cc(-c2ccccn2)nc2ccccc12
→ 6.7, 1.5, 0.6, 4, 3, -8, -2, -0.7, 0
COc1cc(C(=O)Nc2c(C)cc(C)cc2C)c([N+](=O)[O-])cc1OC
→ -0.4, -1.9, 1.2, -3, -2, -13, 1, -0.2, 6
CCCCN(C)C(=O)C1CCC(CNS(=O)(=O)c2ccc3c(c2)CC(C)N3C(=O)C2CC2)CC1 (stereo not given)
→ i, -0.3, -0.3, -21, 12, 16, 1, 1.5, 1

Next part
Screens in order – BH1578 lux ind, PfHsp40 rescue, TcdB GH inh, SSB-PriA inh, Yp Topo-I inh, PrPC TRFRET, Anthrax LF prot, BoNT-A LC inh2, SARS 3CLpro inh
C=CCN1C(=O)C(CC(=O)Nc2ccc(OCCC)cc2)N(CCCN2CCN(Cc3ccccc3)CC2)C1=S (stereo not given)
→ -0.5, 0.1, -0.1, 12, -2, -7, 0, 0.9, -2
CCOC(=O)/C(=N\Nc1cc(C(F)(F)F)ccc1Cl)N(CC)CC
→ -5.6, -0.6, /, /, 6, 11, -8, 0.2, 4
O=C(CSc1ccc(-c2ccc(Cl)cc2)nn1)N1CCCc2ccccc21
→ -1.7, 18, 1.5, -13, 22, 3, 2, 1.6, -1
CSc1nc(C(C)C)ccc1CNC(=O)CC(C)c1ccccc1 (stereo not given)
→ i, 1.3, 0.1, -14, 25, 2, 17, -1.1, 3
Cc1cc(C)cc(NC(=O)NN2C(C)CCCC2C)c1 (stereo not given)
→ i, 1.2, 4.5, -4, 13, 3, -3, -0.4, 0
O=C(NCc1ccccc1)c1ccc(S(=O)(=O)C(F)F)cc1
→ 11, 0.6, /, -28, 0, 13, 4, 0.4, 5
CC(N)C(=O)NC1C2C(=C(O)CC(O)C2O)C(=O)OC1(C)C(Cl)Cl (stereo not given)
→ i, 7.7, -0.3, -1, 0, 93*, 3, 0.0, /

Of the compounds above, 2 contain a tert-butyl group.
Screens in order – BH1578 lux ind, PfHsp40 rescue, TcdB GH inh, SSB-PriA inh, Yp Topo-I inh, PrPC TRFRET, Anthrax LF prot, BoNT-A LC inh2, SARS 3CLpro inh
CC(C)(C)C1CCC2(CC1)C(C#N)=C(SCC(=O)Nc1ccccc1)NC(=O)C2C#N (stereo not given)
→ i, -1.6, /, 9, -8, -6, 0, 0.8, 1
CC(C)(C)[C@]1(O)CCN2C[C@H]3c4ccccc4CCc4cccc(c43)[C@@H]2C1
→ -0.6, -0.7, 2.3, 12, 17, -2, -2, -0.1, -2

Not all compounds are listed; count on the stated rates, not on these rows.
